Rab2A wt mod: changes GTP binding to wildtype dog Rab2A, up or down | P61105 | GST-Rab2 wt beads, Bodipy-GTP binding, flow cytometry | actives 0.19% (n = 190,000) | AID 760 | GTP binding activity, % at 10 µM;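 active means GTP binding activity at least 20 points away from 100%, either lowered or raised; inconclusive means signal likely due to the compound's own green fluorescence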;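 further: 0% = beads with excess unlabeled GTP and 100% = no-compound control corrected for plate trend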
Pf gamet viab: kills late stage P. falciparum gametocytes | P. falciparum stage V gametocytes, ATP luminescence, 24 h | AID 743093 | inhibition, % at 10.9 µM | actives 0.065% (n = 150,000);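 active means inhibition above the mean plus 3 SD of compounds within the control limits, set per campaign, cut at about 38% in these data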;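 further: 0% = DMSO wells and 100% = medium only without gametocytes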
Cdc42 wt: changes GTP binding to wildtype human Cdc42; P60953; GST-Cdc42 beads, Bodipy-GTP binding, flow cytometry; actives lie on both sides; percent activity (GTP binding), % at 10 µM; actives 0.2% (n = 190,000); AID 761;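 active means percent activity GTP binding at least 20 points away from the 100% baseline, either down as inhibitor or up as activator; inconclusive means compound flagged as likely green fluorescent from well-wide comparison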;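 further: median bead fluorescence of bound Bodipy-FL-GTP at 100 nM; 0% = excess unlabeled GTP control and 100% = no compound control; below 100% means less GTP binding so inhibitor and above means activator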
Target sequence (P60953 whole entry, looked up): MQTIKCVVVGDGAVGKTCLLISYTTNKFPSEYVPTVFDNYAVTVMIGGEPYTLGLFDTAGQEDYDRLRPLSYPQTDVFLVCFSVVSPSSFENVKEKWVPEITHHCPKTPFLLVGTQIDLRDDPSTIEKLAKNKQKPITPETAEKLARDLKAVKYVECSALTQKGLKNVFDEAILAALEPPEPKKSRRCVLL
Avidin fluor: avidin bead compound fluorescence profile. Avidin beads, compound fluorescence 488/530 nm, flow cytometry; active compounds read high. fluorescence (KMESF) at 10 µM. actives 0.38% (n = 220,000). AID 1775; in the data active means fluorescence above about 47; further: inactives centre near 10
Mcl1-Bid inh: disrupts binding of human Mcl-1 to Bid peptide. inhibition, % at 21.7 µM. TR-FRET Mcl-1/Bid-Dy647 peptide binding, 1536-well. Q07820. actives 0.97% (n = 220,000). AID 1021;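 active means compounds that cut the binding signal by more than half at the single screening dose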;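 further: His-tagged Mcl-1 with europium anti-His antibody binding Bid BH3 peptide; 0% = Mcl-1 plus peptide wells and 100% = peptide-only wells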
Target sequence (Q07820 whole entry, looked up): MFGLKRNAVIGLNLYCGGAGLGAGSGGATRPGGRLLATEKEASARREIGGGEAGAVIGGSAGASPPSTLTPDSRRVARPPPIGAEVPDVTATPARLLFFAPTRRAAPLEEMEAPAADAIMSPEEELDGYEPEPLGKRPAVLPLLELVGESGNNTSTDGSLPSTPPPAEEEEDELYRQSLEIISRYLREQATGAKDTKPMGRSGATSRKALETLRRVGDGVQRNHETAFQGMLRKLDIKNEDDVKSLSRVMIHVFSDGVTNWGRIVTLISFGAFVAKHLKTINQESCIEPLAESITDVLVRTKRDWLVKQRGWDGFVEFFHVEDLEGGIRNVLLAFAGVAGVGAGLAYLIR
Rac1 act GTP bind: alters GTP binding to activated mutant human Rac1; GST-Rac1 activated beads, fluorescent GTP binding, flow cytometry; actives lie on both sides; 100% means binding = to untreated wells; percent activity (GTP binding), % at 10 µM; actives 0.11% (n = 190,000); AID 764;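 active means GTP binding at least 20 percentage points away from the 100% baseline, in either direction, so actives lie on both sides; inconclusive means Compound likely fluorescent itself, or too few beads counted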
Mcl-1 Bim block: inhibitors of Bim-Mcl-1 interaction, human. Q07820. Bead-based flow cytometry, Bim peptide-Mcl-1 binding. inhibition, % at 10 µM. actives 0.1% (n = 190,000); in the data active means inhibition above about 40%;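 further: 0% = no compound tracer wells and 100% = peptide blocker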
Rac1 wt modul: human Rac1 wildtype GTP binding, inhibitors and activators; P63000; GST-Rac1 beads, fluorescent GTP binding, flow cytometry; actives lie on both sides; 0 = cold GTP competed, 100 = untreated; GTP binding activity (% of control), % at 10 µM; actives 0.27% (n = 190,000);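 active means GTP binding activity at least 20 points away from the 100% control level, either lower or higher; inconclusive means compound flagged as likely green fluorescent, judged across all proteins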
Mcl1-Noxa inh: disrupts binding of human Mcl-1 to Noxa peptide; TR-FRET Mcl-1/Noxa peptide binding, 2 h; inhibition, % at 21.7 µM; actives 1.5% (n = 220,000);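 active means compounds that cut the protein-peptide binding signal by more than 50% relative to plate controls in a single-dose test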;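 further: His-tagged Mcl-1 with rhodamine Noxa BH3 peptide and terbium anti-His antibody; 0% = Mcl-1 plus Noxa peptide wells and 100% = peptide-only wells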
HRas wt GTP: modulators of GTP binding to human HRas wildtype | GST-Ras wt beads, Bodipy-FL-GTP binding, flow cytometry; actives lie on both sides | GTP binding activity, % at 10 µM | actives 0.14% (n = 190,000) | AID 759 | P01112;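 active means GTP binding activity at least 20% away from the 100% baseline, either lowered as inhibitor or raised as activator; inconclusive means flagged as likely green fluorescent, judged across all proteins in the well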;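 further: 0% = unlabeled GTP competition control and 100% = no-compound control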
Target sequence (P01112 whole entry, looked up): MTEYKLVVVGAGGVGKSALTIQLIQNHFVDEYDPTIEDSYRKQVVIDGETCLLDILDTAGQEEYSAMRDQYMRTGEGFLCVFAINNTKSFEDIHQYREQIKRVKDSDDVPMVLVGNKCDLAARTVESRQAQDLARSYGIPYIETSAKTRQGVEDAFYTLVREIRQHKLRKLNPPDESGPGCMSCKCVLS
Rab7 wt GTP bind: modulators of GTP binding to dog Rab7 wildtype GTPase; AID 758; GTP binding activity (percent of control), % at 10 µM; GST-Rab7 beads, fluorescent GTP binding, flow cytometry; actives lie on both sides; untreated = 100%, excess cold GTP = 0%; actives 0.055% (n = 190,000);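 active means fluorescent GTP binding to Rab7 beads changed by at least 20 points from the 100% baseline, either direction, mostly lower; inconclusive means compound itself probably fluorescent, or too few beads counted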;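 further: median green fluorescence of bound Bodipy-FL-GTP per Rab7 bead population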
* = called active by the depositor; ? = inconclusive; / = no result given.

Molecule,Rab2A wt mod,Pf gamet viab,Cdc42 wt,Avidin fluor,Mcl1-Bid inh,Rac1 act GTP bind,Mcl-1 Bim block,Rac1 wt modul,Mcl1-Noxa inh,HRas wt GTP,Rab7 wt GTP bind
CCOc1ccc(CSC(CC(=O)O)C(=O)O)cc1 (centres undefined),95,/,98,32,11,93,0,97,13,98,95
O=C(CSc1nnc(COc2ccccc2)o1)N1CCN(c2ccccc2)CC1,100,/,104,4,5,98,-1,106,6,101,101
COCCN(CCOC)c1cc(C)c(C#N)c2nc3ccccc3n12,99,-2,106,21,-3,100,3,111,9,104,100
COc1ccc(NC(=S)N(CCCN2CCOCC2)C(C)c2cc3ccccc3o2)cc1 (centres undefined),93,27,99,15,-48,92,-5,99,2,98,95
CCc1ccc(NC(=O)C2(c3ccccc3)CC2(Cl)Cl)cc1 (centres undefined),103,6,105,11,-13,100,-1,100,8,102,101
OC(COc1ccc2ccccc2c1)CN1CCOCC1 (centres undefined),97,/,97,42,18,93,-9,102,26,97,99
Nc1nnc(SCc2nnc(-c3ccccc3)o2)s1,96,2,98,7,-10,96,-1,97,9,98,94
COc1cccc(NC(=O)CN(C)CC(=O)Nc2ccc(Cl)cc2[N+](=O)[O-])c1,99,/,92,18,-14,95,-5,93,3,94,94
O=C(CN1CCN(c2ccccc2F)CC1)c1c[nH]c2ccccc12,99,-26,103,17,-29,98,-2,101,-5,102,96
Cc1ccc(C(=O)Nc2ccccc2Sc2ccccc2)cc1,98,-8,102,10,-11,99,-2,102,-2,99,95
N/C(Cc1ccc([N+](=O)[O-])cc1)=N\OC(=O)c1ccc(Br)cc1,100,-1,101,13,-13,102,-3,101,4,101,99
Cc1nc2c(Br)c(C)nn2c2c1CCC2,95,0,97,23,-11,94,2,92,29,96,98
CC(C)n1nnnc1C(c1ccc(F)cc1)N1CCN(C2CCCC2)CC1 (centres undefined),100,7,104,24,0,100,-1,105,34,100,99
CCOc1ccc(/C(O)=C2\C(=O)C(=O)N(c3cc(C)on3)C2c2ccccc2OC)cc1 (centres undefined),100,/,103,76*,-15,98,2,100,20,100,97
COc1ccccc1C(=O)COC(=O)c1ccccc1O,97,-46,92,11,-4,96,-4,102,-2,98,101
COc1cnn(-c2ccc(F)cc2)c(=O)c1Br,99,10,97,10,2,98,-1,99,9,100,102
COc1ccc(OC)c(CNC(=O)CCc2nc(-c3cccs3)no2)c1,98,/,97,7,-2,98,-3,102,3,97,97
COc1ccc(CCNC(=O)c2n[nH]c3ccccc23)cc1,96,-24,94,12,5,96,1,96,4,98,99
Cc1cc(OCC(=O)NCc2ccccn2)cc(C)c1Br,99,/,106,12,-19,102,-6,107,7,100,101
COc1ccccc1N(CC(=O)NC1CCCC1)C(=O)c1oc(C(C)(C)C)cc1C,99,13,100,10,-14,95,0,97,8,100,102
O=C(NCCCN1CCCCC1)c1ccc2c(c1)NC(=O)C(N1CCOCC1)S2 (centres undefined),?,20,?,35,-2,?,0,?,-10,?,?
Cc1sc2ncn(CC(=O)NCC(=O)N(C)C3CCCCC3)c(=O)c2c1C,101,/,103,3,4,101,0,103,-11,102,99
O=c1c2cc(Cl)ccc2[nH]c(=S)n1Cc1ccco1,97,5,100,15,-91,98,-10,106,23,102,101
CCOc1cccc(=O)c2c(C)n(CC(=O)c3ccccc3)c(C)c12,93,-3,96,10,-71,95,2,102,29,95,96
O=C(NCc1ccco1)c1cccc(S(=O)(=O)N2CCCCC2)c1,100,-1,101,21,-39,99,1,104,18,99,101
COc1ccc(OC)c(NC(=O)/C=C/c2ccccc2[N+](=O)[O-])c1,98,-20,103,16,-14,99,-2,99,20,100,96
COCc1ccccc1Cn1cnc2c1c(=O)n(C)c(=O)n2C,103,/,106,20,0,99,0,103,4,105,99
CCOC(=O)c1ccc(Nc2nc(-c3cccnc3)nc3ccccc23)cc1,83,-11,86,13,46,93,0,94,35,87,95
COC(=O)C1=C(C)N(c2ccccc2)C(=S)NC1c1ccccc1C(F)(F)F (centres undefined),?,15,?,24,-33,?,-2,?,16,?,?
COc1cc(C(=O)Nc2ccc(C(C)=O)cc2)c(Br)c(OC)c1OC,103,2,105,6,-18,102,-1,105,2,105,102
CCc1ccc(NC(=O)Cn2c(=O)n(CCCC(=O)NCc3ccco3)c(=O)c3ccccc32)cc1,103,7,103,5,-2,100,0,105,23,103,101
CCOC(=O)c1ccc(NCC(O)COc2ccccc2)cc1 (centres undefined),102,-15,106,32,1,98,-1,104,-23,100,101
O=C(NN1C(=O)c2ccc3c4c(ccc(c24)C1=O)CC3)c1ccc(Br)cc1,95,/,95,20,-6,94,2,97,-38,95,97
COc1ccc(C2C(C(=O)c3ccco3)=C(O)C(=O)N2CCc2ccccc2)cc1OC (centres undefined),94,/,97,26,35,95,-4,98,-6,98,101
O=[N+]([O-])c1ccc(Cl)c(-c2ccc(/C=N/c3c(-c4ccco4)nc4ccccn34)o2)c1,97,17,95,21,55*,95,2,98,41,98,97
CC(Oc1ccc(-c2ccccc2)c(F)c1)c1ccn(S(=O)(=O)c2cccc3ccccc23)n1 (centres undefined),102,/,104,25,25,101,-4,104,21,102,101
O=C(NCC1CCCO1)c1ccccc1 (centres undefined),99,-2,102,15,-14,99,-5,107,-11,100,104
Cc1cc(C)nc(SCc2nnc(SCC(=O)Nc3ncc(C)s3)n2Cc2ccco2)n1,97,/,98,24,-18,98,-3,99,14,98,101
N#Cc1ccsc1NC(=O)COC(=O)c1ccc(NC(N)=O)cc1,93,-42,94,9,-3,93,0,97,27,92,99
COc1ccc(C(=O)OC(C)CN2CCOCC2)cc1OC (centres undefined),104,/,109,6,-20,105,1,110,14,106,101
Cc1occc1-c1nnc(SCCCC(=O)c2ccc(F)cc2)n1C,105,/,110,8,-43,101,-4,112,8,108,109
Cc1[nH]nc(SCC(=O)N2CCCC2)c1[N+](=O)[O-],104,7,94,7,-38,96,1,101,-12,99,110
CCC(=O)Nc1cc2[nH]c(=O)cc(C)c2cc1C,101,26,97,10,-12,96,2,105,24,103,109
CCCc1nc2sc3c(c2c(=O)n1NC(=O)c1ccco1)CC(C)(C)OC3,103,9,103,6,-13,103,-4,102,12,102,99
COC(=O)c1nn(-c2ccc(-c3ccccc3)cc2)cc1O,102,/,101,32,-23,100,-1,105,14,101,102
O=C(OCC(=O)N1CCc2ccccc21)c1cncc(Br)c1,93,6,94,12,-10,97,-2,96,22,94,94
Nc1cccc(C(=O)N/N=C/c2ccsc2)c1,98,-3,92,11,-38,93,0,94,22,97,105
COc1cc([N+](=O)[O-])cc2cc(C(=O)N3CCN=C3c3ccccc3)c(=O)oc12,96,-19,98,5,-18,96,0,98,11,95,97
O=C(Cc1cccs1)Nc1nnc(Cc2ccc(F)cc2)s1,99,-3,98,2,-8,97,-2,98,0,100,98
O=C(COC(=O)CCS(=O)(=O)c1ccc(Cl)cc1)NCCc1ccc(Cl)cc1Cl,100,11,101,13,10,99,-5,104,10,101,97
O=C(Nc1ccc2c(c1)OCO2)C1CCCCN1S(=O)(=O)c1ccc(F)cc1 (centres undefined),?,6,?,14,-13,?,1,?,8,?,?
CC(=O)Nc1cc(C(=O)N2CCN(C)CC2)ccc1S(=O)(=O)c1ccc(C)cc1,102,/,102,18,-38,100,-7,109,-5,102,102
CO/N=C(\C(=O)O)c1csc(NN=C(C)C)n1,94,-2,92,6,-28,94,-3,97,12,97,97
COc1cc(NC(=S)NCc2cccnc2)cc(OC)c1OC,94,0,95,2,-57,95,-1,94,2,94,93
CCCSc1nnc(Nc2ccccc2C)s1,100,8,103,7,13,99,-1,101,12,100,97
Fc1ccc(C2CCCN2Cc2nc(CC3CC3)no2)cc1 (centres undefined),98,-19,98,10,-1,95,-2,95,2,96,94
O=C(NC(=S)Nc1nc2c(ccc3ccccc32)s1)c1cccs1,96,/,95,15,-13,97,-6,98,30,97,99
O=C(c1cc2ccccc2oc1=O)N(Cc1ccccc1)Cc1ccc2c(c1)OCO2,98,/,100,22,-1,99,-3,105,7,99,101
O=C(CSc1c(Cl)cccc1Cl)NC1CCCc2ccccc21 (centres undefined),99,24,103,7,-1,99,1,106,39,100,99
COC(=O)Nc1nc(Sc2ncc(C(F)(F)F)cc2Cl)n[nH]1,100,2,101,6,-8,102,-3,105,2,101,99
